# Compound activity (PubChem BioAssay)
# SENP7 block: inhibitors of human SENP7 protease | Q9BQF6 | recombinant SENP7, Z-RLRGG-aminoluciferin luminescence, 40 min | inhibition, % at 5 µM | hit rate 1.5% among 330,000 | AID 434973;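 active = inhibition above about 50% at the single test dose, limit read from the data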;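 note: plate controls were DMSO with enzyme for no effect and no enzyme buffer wells for full effect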
# Target sequence (Q9BQF6 706-1050 limits assumed): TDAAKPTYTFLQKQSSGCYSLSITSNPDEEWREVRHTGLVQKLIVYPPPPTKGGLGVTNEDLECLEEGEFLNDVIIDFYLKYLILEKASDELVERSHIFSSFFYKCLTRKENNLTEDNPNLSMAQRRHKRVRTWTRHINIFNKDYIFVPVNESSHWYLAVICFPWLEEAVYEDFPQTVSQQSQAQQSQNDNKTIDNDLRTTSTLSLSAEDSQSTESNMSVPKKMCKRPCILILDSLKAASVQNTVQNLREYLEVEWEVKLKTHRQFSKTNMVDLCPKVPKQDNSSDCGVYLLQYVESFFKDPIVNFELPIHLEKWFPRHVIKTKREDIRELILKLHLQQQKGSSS
# Apaf-1 inh: inhibitors of human Apaf-1 apoptosome | O14727 | reconstituted apoptosome caspase-3 activity, DEVD-Rh110 fluorescence | inhibition, % at 20 µM | hit rate 0.71% among 330,000 | AID 489030; active = inhibition of at least 40% at 20 µM;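 note: plate controls were DMSO wells for no effect and DEVD-CHO caspase inhibitor wells for full effect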
#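 Material: reconstituted apoptosome with Apaf-1, cytochrome c, caspase-9, procaspase-3, dATP; medium: pH 7.5 Hepes buffer with CHAPS, BSA, DTT; also added: cytochrome c and DEVD-Rh110 substrate; timing: 30 min plus 50 min, RT; signal: Rh110 fluorescence intensity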
# SENP8 block: inhibitors of human SENP8 protease; hit rate 1.2% among 330,000; purified SENP8, Z-RLRGG-aminoluciferin cleavage, luminescence; Q96LD8; inhibition, % at 10 µM
# Target sequence (Q96LD8 whole entry, looked up): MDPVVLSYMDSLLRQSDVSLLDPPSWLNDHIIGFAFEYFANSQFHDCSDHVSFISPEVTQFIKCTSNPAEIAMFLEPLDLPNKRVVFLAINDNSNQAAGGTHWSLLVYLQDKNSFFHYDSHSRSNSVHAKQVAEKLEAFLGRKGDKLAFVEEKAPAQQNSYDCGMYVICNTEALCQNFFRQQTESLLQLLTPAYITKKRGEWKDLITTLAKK
# HKDC1 inhibitor: inhibitors of human hexokinase HKDC1. recombinant HKDC1, G6PDH/diaphorase resazurin coupled fluorescence. inhibition, % at 20 µM. hit rate 0.16% among 340,000. AID 493160;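 active = inhibition above about 35% when tested at 20 µM, limit read from the data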;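 note: plate controls were DMSO wells with enzyme for no effect and DMSO wells lacking enzyme for full effect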
#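 test system = in-house recombinant HK5 (HKDC1) enzyme | amount = HKDC1 at 5 µg/mL | control set = DMSO-enzyme wells negative, buffer-substituted wells positive | compound = one dose of 20 µM, 1% DMSO | schedule = reaction time 90 min, room temperature, protected from light | technique = resorufin fluorescence at 613 nm | reagent = glucose with 1 mM ATP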
# Gli-Sufu block: antagonists of Gli-Sufu signaling; Sufu-KO-LIGHT fibroblasts, Gli luciferase reporter luminescence; inhibition, % at 5 µM; hit rate 0.74% among 340,000;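 active = inhibition above about 55%, limit read from the data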;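 note: 0% = DMSO-treated cells and 100% = wells with medium but no cells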
# 697 NFkB inh: inhibitors of the PMA/ionomycin-induced NF-kB reporter in 697 B cells; inhibition, % at 4 µM; 697 B-cell NF-kB luciferase reporter, 16 h; hit rate 0.33% among 330,000; in the data active = inhibition above about 35%
# UBC13 polyUb: blocks human UBC13 polyubiquitin chain formation | P61088 | inhibition, % at 20 µM | hit rate 0.47% among 330,000 | TR-FRET; in the data active = inhibition above about 45%, passing the limit was not always enough; inconclusive = no clear call, values can overlap the other calls
# Target sequence (P61088 whole entry, looked up): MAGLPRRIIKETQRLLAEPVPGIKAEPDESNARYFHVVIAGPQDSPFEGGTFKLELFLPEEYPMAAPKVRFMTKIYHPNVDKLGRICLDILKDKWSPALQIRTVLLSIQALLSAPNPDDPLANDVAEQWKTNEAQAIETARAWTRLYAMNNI
# Jurkat NFkB inh: lowers PMA/ionomycin-induced NF-kB signal in Jurkat cells | AID 435003 | hit rate 0.53% among 330,000 | PMA/ionomycin-induced NF-kB luciferase reporter, luminescence | inhibition, % at 4 µM
# * hit, by the source's call; ? = inconclusive; . = no result given. Cut-off read from the data, not from the text of the source, unless noted: active = inhibition above about 50%; inactive = the rest.
SMILES,SENP7 block,Apaf-1 inh,SENP8 block,HKDC1 inhibitor,Gli-Sufu block,697 NFkB inh,UBC13 polyUb,Jurkat NFkB inh
Cc1ccc(-c2csc(NC(=O)C3=COCCO3)n2)cc1C,14,29,7,.,46,-83,-6,-10
CCn1cnc2c(oc3ccccc32)c1=O,0,-13,7,-4,25,7,-2,-11
Cc1sc(NC(=O)c2cc(-c3ccc(Cl)cc3)nc3ccccc23)c(C(N)=O)c1C,-15,1,-7,-2,15,3,-24,6
O=C(Oc1c(Cl)cc(Cl)c2cccnc12)c1cccs1,-8,21,-9,12,-1,-10,4,5
O=C(O)CN1C(=O)CC(Cc2ccc(Cl)cc2)C1=O (centres undefined),-1,-5,8,-5,-23,-8,1,9
CCC(CC)C(=O)Oc1c(Sc2ccccc2[N+](=O)[O-])c(C)nn1C(C)(C)C,6,17,2,-2,8,13,4,2
COC(=O)CCC(=O)Nc1ccc(NC(=O)CCC(=O)OC)cc1,-4,-3,2,3,-10,1,3,-1
COC(=O)C1N[C@@H]([C@@H](NC(=O)COc2ccccc2)C(=O)NCc2ccsc2)SC1(C)C (some centres undefined),2,-1,-10,-3,7,6,5,3
O=C(NCCS(=O)(=O)N1CCN(c2ccc(F)cc2)CC1)C12CC3CC(CC(C3)C1)C2,-10,27,9,-1,6,16,-4,1
Cc1ccc(S(=O)(=O)CCC(=O)OCC(=O)NC2CCS(=O)(=O)C2)cc1 (centres undefined),19,-2,-11,2,-11,-15,-6,10
Cc1c(NC(=O)COC(=O)C2=COCCO2)cccc1[N+](=O)[O-],0,-3,2,-6,-6,10,0,0
COc1cc(C(=O)O/N=C2\C=CC(=O)C=C2C)cc(OC)c1OC,7,-11,7,-7,3,4,-3,7
CCNC(=O)C/C(C)=N/NC(=O)C(=O)Nc1ccc(CC)cc1,0,-6,-1,-16,0,4,11,-4
CC1(C)Cc2ccccc2-c2nc(NCCCO)n(-c3ccccc3)c(=O)c21,1,4,-2,4,12,23,17,5
Cc1ccc(OCC(O)CNC2CCCC2)c(C)c1 (centres undefined),-4,-5,-5,-2,14,19,3,6
CCCC(C(=O)NCc1ccco1)N(C(=O)CNS(=O)(=O)c1ccccc1)C1CCCC1 (centres undefined),7,9,-2,4,-28,7,?,-13
COc1ccc(C(=S)N2CCNCC2)cc1,-7,0,-3,-5,0,10,-18,-7
S=C(NCCN1CCOCC1)Nc1ccc(Cl)cc1,-7,13,-7,-10,-2,-12,-9,-14
O=C1CC(NCc2ccco2)C(=O)N1CCc1ccccc1 (centres undefined),5,0,-1,0,-1,23,4,0
C=CCc1c(C)nc(-c2ccccc2)nc1N/N=C(\C)c1ccccc1,3,26,-9,-2,-7,-23,-2,-32
COC(=O)CCSCC(=O)Nc1ccc(C)c(S(=O)(=O)N2CCCCC2)c1,4,3,-2,1,3,-5,3,-7
CCN1CCC(N2CCN(c3ccccc3OC)CC2)CC1,4,-11,-6,-10,25,-3,5,-1
COc1ccccc1N=C(C)C1=C(O)COC1=O,-4,-2,-4,15,4,5,-1,4
Cc1[nH]nc2c1C(c1cccs1)C(C#N)=C(N)O2 (centres undefined),7,1,-6,-7,2,9,1,5
S=c1[nH]nc(-c2ccncc2)n1/N=C/c1ccccc1Cl,-10,-2,-1,0,-2,-22,-8,-12
O=C1CN(C(=O)CSc2nc3ccccc3n2CCc2ccccc2)c2ccccc2N1,-1,12,-8,0,-10,0,-6,0
CCOc1ccc(N(C)S(=O)(=O)c2ccc(C)c(C(=O)Nc3nnc(C4CC4)s3)c2)cc1,-6,9,5,5,-15,21,-21,-3
NS(=O)(=O)c1ccc(NC(=S)NCc2cccc(Cl)c2)cc1,8,-6,6,0,8,23,8,11
CCOC(=O)C1CCN(c2c(Nc3ccc(C)c(C)c3)c(=O)c2=O)CC1,3,-8,7,-9,4,23,-3,9
CCN1CCCC1CNC(=O)c1cc2ccc(OC)cc2[nH]1 (centres undefined),5,4,-9,4,.,-4,8,6
O=S(=O)(NCc1ccc(Cl)cc1)c1cccc2cccnc12,-8,-12,-8,-5,10,23,-7,3
Cc1c(O)nc(SC2CC(=O)N(c3ccccc3)C2=O)[nH]c1=O (centres undefined),-2,0,6,-3,3,1,6,10
Cc1ccc(CCNC(=O)C2CC(c3ccccc3C(F)(F)F)=NO2)cc1 (centres undefined),5,10,0,4,-3,19,0,14
CCCN1C[C@H](CSC)C[C@@H]2c3cccc4[nH]cc(c34)C[C@H]21,-8,-1,-5,3,11,-4,0,1
O=c1[nH]c(CN2CCN(S(=O)(=O)c3ccccc3C(F)(F)F)CC2)nc2sc3c(c12)CCCC3,-6,23,-10,17,14,1,2,6
COc1ccc(CNC(=O)c2c(-c3cc(Cl)c(OC)c(Cl)c3)noc2C)cc1,0,10,-2,-3,2,29,9,-5
O=C(Nc1ccccc1C(F)(F)F)N1CCCC1c1cccnc1 (centres undefined),-5,-12,1,-4,-4,18,0,10
C=CCC1(CC=C)CCCN1C(=O)C1CCC(=O)N(CCc2ccccc2)C1 (centres undefined),-1,11,0,0,26,-139,-5,-92
O=C(CSc1nnc(NC2CCCCC2)s1)Nc1ccc(N2CCOCC2)cc1,2,-11,2,5,-16,7,3,3
COc1cc(OC)cc(C(=O)NC2CC3CCC(C2)N3C)c1 (centres undefined),-3,-9,7,-6,-5,20,6,-9
COc1ccc(S(=O)(=O)n2ccc(-c3ccc4c(c3)CCC(C)(C)O4)n2)cc1,1,7,5,1,-19,-24,-6,-34
Cc1ccc(S(=O)(=O)c2cccc(S(=O)(=O)N3CCCC3)c2)cc1S(=O)(=O)N1CCCC1,4,15,0,12,20,-9,6,17
Cc1ccc(NC(=O)CN2C(=O)NC(C)(CC(C)C)C2=O)c(Br)c1 (centres undefined),-4,-2,3,-7,-1,11,2,14
O=c1c2[nH]c3ccc(F)cc3c2ncn1CCN1CCN(Cc2ccccc2)CC1,0,2,0,-1,11,19,6,-1
N#Cc1c(NC(=O)CSc2ncnc3c2cnn3-c2ccccc2Cl)sc2c1CCCC2,1,3,5,-4,-2,3,-8,-1
Cc1ccc(NC(=O)COC(=O)c2cc(C)nc3ccccc23)c([N+](=O)[O-])c1,-3,-12,-2,-13,-7,6,-9,11
O=C(C1CCCN(c2ncccn2)C1)N1CCc2ccccc21 (centres undefined),8,-7,1,15,8,-9,2,-2
COc1ccc(NC(=O)CCC(=O)N/N=C/c2cccnc2)cc1,-22,-5,-3,2,12,-25,3,-7
CC(Oc1ccc(F)cc1)C(=O)Nc1cc(C(F)(F)F)ccc1-n1cncn1 (centres undefined),-4,14,-3,5,-3,13,2,-17
Cc1nnc(SCC(=O)Nc2cc(S(=O)(=O)N3CCCC3)ccc2Cl)s1,9,-10,-4,-6,2,4,4,4
CN1c2ccccc2C(=O)NC1c1ccc(Cl)cc1 (centres undefined),-3,-9,-4,-5,4,14,12,-3
CC(C)(C)OC(=O)N1CCC(C(=O)N2CCC[C@H]2C(=O)O)CC1,3,16,-3,-11,-2,4,-6,13
COCCN1Cc2cc3cc(C)ccc3nc2SC1=Nc1ccc(OC)cc1,13,10,2,1,21,-11,-3,3
CC(=O)NC1=NC(=O)/C(=C/c2cc(C)n(-c3cccc(C(=O)O)c3)c2C)S1,1,-3,-6,10,6,-7,-2,29
Cc1ccc(-n2c(-c3ccco3)nc3nc4ccccc4nc32)cc1,0,-4,6,-2,11,4,11,16
COc1ccccc1NC(=S)Nc1ccccc1F,0,-6,0,-2,32,18,-3,9
O=C(CC(=O)N/N=C\c1ccccc1)NCCc1ccccc1,-1,-1,-3,0,-15,5,-10,4
COc1cccc(/C(O)=C/c2nc3ccc(C(=O)NCCc4cccc(C)c4)cc3[nH]c2=O)c1,-1,11,0,-5,24,-2,-4,10
O=C(Nc1ccc2nc3n(c(=O)c2c1)CCCC3)c1cccc([N+](=O)[O-])c1,14,3,4,-6,-21,6,10,-25
CN1CCN(C(=O)CNC(=O)c2cccs2)CC1,-5,-5,-5,-4,-7,11,6,-6
# Additional compounds
SMILES,SENP7 block,Apaf-1 inh,SENP8 block,HKDC1 inhibitor,Gli-Sufu block,697 NFkB inh,UBC13 polyUb,Jurkat NFkB inh
Cc1cccc(C(=O)NCC(=O)OCC(=O)c2ccc(C)s2)c1,0,-2,8,4,-18,-18,-8,-8
CCOC(=O)c1c(C)[nH]c(C(=O)N2CCC(C(=O)OCC)CC2)c1C,-11,3,-14,-10,-1,3,-2,2
COc1ccc(C(=O)N/N=C(\C)CC(=O)Nc2ccc(Cl)cn2)cc1,-2,8,-8,-7,-15,-27,-10,-10
O=C(O)CNc1ncccc1[N+](=O)[O-],1,0,-1,2,-3,4,-3,-14
Cc1ccc(-c2nsc(SCC(=O)NCC3CCCO3)n2)cc1 (centres undefined),2,-3,9,-2,33,-7,2,-13
Cc1[nH]nc(S(=O)CC(=O)O)c1[N+](=O)[O-] (centres undefined),-6,-5,8,-12,9,7,1,1
Cc1ccc(C(=O)NCC(C)NC(=O)c2ccc(C)c(C)c2)cc1C (centres undefined),8,-4,2,-7,-4,18,1,0
COc1ccc(-c2n[nH]c(=S)n2C2CCCCC2)cc1,-2,2,8,-7,9,9,1,8
COc1ccc(C(=O)CCc2nc3ccccc3s2)cc1,-8,-7,-16,-5,-8,-14,7,-4
CC(=O)c1cccc(NC(=O)CN(C)S(=O)(=O)c2ccc3c(c2)CCC(=O)N3)c1,-2,-1,-1,-4,-1,7,-8,19
COc1ccc(N2C(=O)CC(Nc3ccc(N4CCOCC4)cc3)C2=O)c(OC)c1 (centres undefined),8,3,13,-4,0,-21,-11,-12
Cc1cc(C)n(-c2nc3ccccc3nc2NCCc2ccccc2)n1,-2,10,5,0,3,-3,10,14
COC(=O)CCCC(=O)OC,1,-7,-4,-5,-17,16,-6,-6
O=C1C(C=Nc2ccccc2)=C(O)c2ccccc21,99*,0,92*,5,-39,-248,-8,-74
CC1(c2ccccc2Cl)NC(=O)N(CC(=O)Nc2ccccc2OC(F)F)C1=O (centres undefined),-1,7,7,2,-3,-3,-2,0
Cc1ccc(C(=O)CN2C(=O)NC3(CCOc4ccccc43)C2=O)s1 (centres undefined),-10,-1,-8,1,-2,-8,-18,-9
COc1cc(/C=N/NC(=O)c2cccnc2)ccc1OC(=O)c1ccc2c(c1)OCO2,-15,-7,-12,0,-6,1,-11,6
O=C(NCC(c1cccnc1)N1CCN(c2ccc(F)cc2)CC1)c1cccc(Cl)c1 (centres undefined),8,2,2,-1,11,-10,4,3

# 10 successive entries out of the list so far, quoted:
SMILES,SENP7 block,Apaf-1 inh,SENP8 block,HKDC1 inhibitor,Gli-Sufu block,697 NFkB inh,UBC13 polyUb,Jurkat NFkB inh
Cc1cccc(C(=O)NCC(=O)OCC(=O)c2ccc(C)s2)c1,0,-2,8,4,-18,-18,-8,-8
CCOC(=O)c1c(C)[nH]c(C(=O)N2CCC(C(=O)OCC)CC2)c1C,-11,3,-14,-10,-1,3,-2,2
COc1ccc(C(=O)N/N=C(\C)CC(=O)Nc2ccc(Cl)cn2)cc1,-2,8,-8,-7,-15,-27,-10,-10
O=C(O)CNc1ncccc1[N+](=O)[O-],1,0,-1,2,-3,4,-3,-14
Cc1ccc(-c2nsc(SCC(=O)NCC3CCCO3)n2)cc1 (centres undefined),2,-3,9,-2,33,-7,2,-13
Cc1[nH]nc(S(=O)CC(=O)O)c1[N+](=O)[O-] (centres undefined),-6,-5,8,-12,9,7,1,1
Cc1ccc(C(=O)NCC(C)NC(=O)c2ccc(C)c(C)c2)cc1C (centres undefined),8,-4,2,-7,-4,18,1,0
COc1ccc(-c2n[nH]c(=S)n2C2CCCCC2)cc1,-2,2,8,-7,9,9,1,8
COc1ccc(C(=O)CCc2nc3ccccc3s2)cc1,-8,-7,-16,-5,-8,-14,7,-4
CC(=O)c1cccc(NC(=O)CN(C)S(=O)(=O)c2ccc3c(c2)CCC(=O)N3)c1,-2,-1,-1,-4,-1,7,-8,19
